Compound activity as filed in PubChem.
NR2E3 ag-1 – NR2E3 (human) agonism; Q9Y5X4; GST-NR2E3/biotin-RetCOR TR-FRET, 1536-well; inhibition of corepressor binding, % at 4.78 µM; hit rate 0.12% among 320,000; AID 2300;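 active = percent inhibition above the cutoff of mean plus 3 SD of all tested compounds, set per screening campaign, cut at about 20% in these data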;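 also: 0% = DMSO wells and 100% = biotin wells as full block of FRET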
Target sequence (Q9Y5X4 whole entry, looked up): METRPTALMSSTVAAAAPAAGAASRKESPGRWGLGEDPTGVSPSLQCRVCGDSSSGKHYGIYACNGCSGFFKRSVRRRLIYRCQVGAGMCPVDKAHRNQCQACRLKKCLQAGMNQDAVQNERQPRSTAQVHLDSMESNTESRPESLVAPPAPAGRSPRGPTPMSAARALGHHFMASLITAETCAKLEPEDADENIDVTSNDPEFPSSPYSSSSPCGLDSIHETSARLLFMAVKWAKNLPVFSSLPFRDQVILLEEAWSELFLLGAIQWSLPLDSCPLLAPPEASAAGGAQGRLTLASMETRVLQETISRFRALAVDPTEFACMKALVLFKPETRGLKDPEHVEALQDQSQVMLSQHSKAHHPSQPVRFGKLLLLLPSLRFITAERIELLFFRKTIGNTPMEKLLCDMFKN
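system = GST-tagged NR2E3 plus biotinylated RetCOR corepressor | input = 1.35 nM GST-NR2E3 | also added = 7 nM biotin-RetCOR | schedule = 5 h incubation at 4 °C | measured by = TR-FRET with europium anti-GST and streptavidin-D2, 340 nm excitation | read-out = percent loss of FRET ratio relative to control wells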
NR2E3 ag-2 – agonists of human NR2E3 nuclear receptor; CHO-S Gal4-NCOR/VP16-NR2E3 two-hybrid, luciferase; inhibition of corepressor binding, % at 3.98 µM; Q9Y5X4; hit rate 0.35% among 360,000; AID 602229;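 active = inhibition above the mean of all tested compounds plus 3 SD, cut at about 70% in these data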;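 also: 0% = DMSO with NR2E3 transfected cells and 100% = cells lacking NR2E3 construct; higher means lower luciferase signal from less NR2E3 corepressor binding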
iPSC survival up – increases survival of single human iPS cells; hiPSC single-cell survival, ATPlite luminescence; 100% = ROCK inhibitor wells, 0% = DMSO; survival enhancement, % at 20 µM; hit rate 0.044% among 360,000; in the data active = survival enhancement above about 18%;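 also: cells exposed to compounds for 16 hours before the ATP read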
CF NFkB block – inhibitors of cystic fibrosis induced NF-kB | hit rate 0.86% among 360,000 | inhibition, % at 5 µM | KKLEB NF-kB-GFP reporter, PAF-induced, GFP fluorescence overnight | AID 588850;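 active = at least 50% inhibition at 5 µM, scaled per plate between neutral and stimulator controls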;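 also: PAF is a Pseudomonas aeruginosa culture filtrate used as stimulus; plate controls were PAF-stimulated DMSO wells for no effect and unstimulated DMSO wells for full effect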
Peg3 prom inh – Peg3 promoter activity inhibition | HeLa PEG-Prom luciferase reporter, luminescence, overnight | inhibition, % at 20 µM | hit rate 1.7% among 360,000;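 active = inhibition of at least 50% at 20 µM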
KKLEB cytotox – counter-screen for CF NF-kB inhibitors: cytotoxicity; KKLEB CF airway cells viability, ATPlite luminescence, overnight; hits give low values; cells stimulated with P. aeruginosa culture filtrate; activity change (cytotoxicity), % at 5 µM; hit rate 0.36% among 360,000; AID 602141;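 active = corrected activity change at or below -50% at 5 µM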
HIF-2a block – blocks HIF-2a reporter activity; 786-0 RCC cells HIF-2a reporter, luciferase luminescence, overnight; inhibition, % at 18.8 µM; hit rate 0.72% among 360,000; AID 624352;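 active = inhibition of the luminescence signal of 40% or more relative to plate controls, in a single-dose primary screen at 18.75 µM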
TWEAK-Fn14 inh – blocks TWEAK-Fn14 interaction in a reporter cell assay | inhibition, % at 10 µM | AID 1159606 | TWEAK-stimulated Fn14 reporter cells, luciferase luminescence, 8 h | hit rate 2% among 360,000; in the data active = inhibition above about 50%
TRPM1 prom inh – MITF TRPM1 promoter inhibition in SK-MEL-5 cells; SK-MEL-5 TRPM1 promoter luciferase, 24 h; inhibition, % at 12.5 µM; hit rate 0.83% among 330,000; AID 488899;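 active = mean inhibition across replicates of 60% or more, whatever share of single replicates reaches that level; inconclusive = some that reach 60%, reason not given; inactive = mean inhibition across replicates below 60%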; also: values of inactives mirror those of a sister screen read the other way
aDG glyco up – alpha-DG glycosylation activation. Pro5-aDG cells, alpha-DG glycosylation AlphaScreen (IIH6); 0% Pro5, 100% B10-LARGE cell signal. activation, % at 10 µM. hit rate 0.22% among 360,000. AID 624168;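 active = activation of at least 8% versus controls, or a plate z-score of at least 8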;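 also: Pro5 are CHO cells carrying HIG-tagged alpha-DG that lacks glycosylation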
Shn3 3UTR inh – inhibitors of Schnurri-3 3'UTR reporter in osteoblasts. Clone20 osteoblast Shn3 3'UTR firefly luciferase, 24 h. inhibition, % at 12.5 µM. hit rate 0.52% among 360,000;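 active = mean inhibition of at least 75% with every replicate also reaching 75%; inconclusive = mean inhibition at least 75% but some replicate below; inactive = mean inhibition below 75%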;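 also: 0% = median of neutral control wells and 100% = pilot-screen positive control compound; some compounds past the cut are filed as inactive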
Numbers without * were called inactive; u = inconclusive; x = no result given.

SMILES	TRPM1 prom inh	NR2E3 ag-1	CF NFkB block	HIF-2a block	iPSC survival up	NR2E3 ag-2	Shn3 3UTR inh	Peg3 prom inh	TWEAK-Fn14 inh	KKLEB cytotox	aDG glyco up
Fc1ccccc1NC(=S)N1CCN(c2ccccn2)CC1	-3	0	-21	11	0.7	-35	5	3	1	8	0.3
Nc1ccc(NC(=O)Nc2ccc(N)cc2)cc1	-22	x	-13	-31	-0.2	-12	-21	-57	19	9	0.2
Cc1cc(OC(C)C(=O)N2CCN(c3ccccc3)CC2)c2c(C)c(C)c(=O)oc2c1 (centres undefined)	9	-1	-41	-10	0.3	4	27	31	-1	-6	0.1
CCC1CCCCN1C(=O)CSc1nnc(-c2ccc(OC)cc2)o1 (centres undefined)	-3	0	16	-20	-0.4	-33	17	-28	-6	7	-0.1
CCOC(=O)C1=C(CSc2nc3ccccc3s2)NC(=O)NC1c1ccc(OC)cc1 (centres undefined)	5	0	18	-16	-1.4	21	67	64*	17	-33	-0.2
C=CC[C@H](CC(=O)N(CCO)Cc1ccccc1)C(=O)N[C@H](COC(=O)[C@@H](CC=C)Cc1ccc(F)cc1)Cc1ccccc1	2	x	1	12	-2.2	9	1	29	32	-8	0.2
Cc1ccc(Cc2cnc(NC(=O)c3ccco3)s2)cc1	-38	1	-6	-97	-1.4	-158	-45	-99	58*	-8	-0.1
COc1ccc(/C=C2\C(=O)NC(=S)N2C(=O)c2ccc(C)cc2)cc1	-1	2	8	-54	0.4	-92	-27	-21	-50	-11	-0.1
CN(CC(=O)Nc1ccc(F)cc1)C(=O)Cn1cnc2ccc(Cl)cc2c1=O	-6	3	-15	12	-1.2	-2	3	-3	-2	-8	-0.2
Cc1cnc(C)c(N2CCC(C(=O)NC(C)c3cccs3)CC2)n1 (centres undefined)	7	0	18	23	-0.6	-8	-4	15	10	-11	0.1
COCCNC(=O)CSCc1c(F)cccc1Cl	-17	2	1	0	0.7	-22	7	-15	5	8	0.0
CS(=O)(=O)Nc1ccc(C(=O)NCCSCc2c(F)cccc2Cl)cc1	-1	5	11	16	0.1	0	6	15	0	-3	-0.4
FC(F)(F)C12CC(c3ccccc3)=NCCN1CCN2 (centres undefined)	-3	-1	7	7	1.5	-4	3	5	1	-3	0.0
COCCn1c(=NC(=O)CCS(=O)(=O)c2ccccc2)sc2c(OC)ccc(OC)c21	-19	-3	5	1	-0.3	-61	3	2	-6	-11	-0.3
COc1ccc2[nH]cc(S(=O)(=O)c3ccc(C(C)C)cc3)c(=O)c2c1	7	3	10	12	-0.1	-23	-10	3	-7	10	0.0
O=C(CCl)N=c1sccn1Cc1ccc(Cl)cc1Cl	19	-1	90*	17	0.2	-12	5	24	55*	-85*	-0.8
COc1cccc(CNc2cc(CSc3ccc(Cl)cc3)nc(C)n2)c1	10	2	12	-10	6.3	-9	4	19	19	0	0.9
CCC(=O)Nc1ccc(C(=O)CSc2nnc(-c3ccc(NS(C)(=O)=O)cc3)n2C)cc1OC	-12	-1	3	10	-0.7	-14	0	7	-7	11	-0.3
O=C(COC(=O)CNC(=O)C1CCCCC1)Nc1cc(C(F)(F)F)ccc1Cl	-5	-1	-24	8	0.3	5	-10	3	5	22	-0.3
Cc1cc(NCc2ccccc2)nc(N2CCOCC2)n1	-16	-3	0	-9	-3.5	-13	7	5	-1	2	-0.1
COc1cccc(N2CCN(C(=O)C3CCCN(c4ncnc5c4nc4n5CCCCC4)C3)CC2)c1 (centres undefined)	6	0	10	32	-0.1	6	19	38	12	-11	-0.1
COc1ccc(C(=O)NCC(c2ccco2)N2CCOCC2)cc1OC (centres undefined)	5	2	-12	9	0.4	6	-26	-7	5	6	-0.1
Cc1nn(Cc2ccccc2)c(C)c1NC(=O)c1cccs1	5	2	2	19	-3.3	-19	-5	9	-3	-2	-0.1
N=C(c1cccc([N+](=O)[O-])c1)N1CCCCC1	-4	0	-7	4	-0.7	-7	-32	3	-12	8	0.1
Cc1cc(C(=O)COc2cccc([N+](=O)[O-])c2)c(C)n1C1CC1	-106	6	12	-292	0.4	-72	-87	-285	-11	3	0.0

New compounds follow
SMILES	TRPM1 prom inh	NR2E3 ag-1	CF NFkB block	HIF-2a block	iPSC survival up	NR2E3 ag-2	Shn3 3UTR inh	Peg3 prom inh	TWEAK-Fn14 inh	KKLEB cytotox	aDG glyco up
Cc1nn(-c2ccccc2)c(=S)n1-c1ccccc1	1	-1	-3	-13	0.4	-28	3	-4	-7	1	0.3
Nc1nc(N)c(-c2cccc(C(F)(F)F)c2)c(Cc2cccc(C(F)(F)F)c2)n1	19	x	13	32	-2.8	38	u	39	24	-20	0.0
COC(=O)C1C(O)=C(C=Nc2cccc3ccccc23)C(=O)CC1(C)C (centres undefined)	16	3	-9	11	-0.4	-7	-54	-12	-4	1	0.1
COc1ccc(NC(=O)CN(C)CC(=O)Nc2sc3c(c2C(N)=O)CCC3)cc1	6	-5	2	0	-0.4	23	-6	-6	2	5	-0.1
COc1ccc(CN(C)CCc2ccccn2)c(OC)c1OC	-2	0	16	23	-0.7	-11	-32	4	6	-4	0.2
Cc1nc2ccc(C(=O)O)cc2[nH]1	-9	-1	-5	3	-0.6	7	-5	17	-7	-2	0.0
O=C(Nc1nnc(-c2ccccc2)o1)C1CCCCC1	-43	2	-11	-63	0.6	-12	-19	-69	0	23	0.1
NNC(=O)CCc1c[nH]c2ccccc12	-1	-5	-10	10	-3.2	4	-9	-5	-2	2	0.2
CCN1C(=O)CC(N2CCN(c3ccc(C(=O)c4ccncc4)cc3)CC2)C1=O (centres undefined)	-8	-2	12	-44	0.8	-12	-2	10	17	-8	0.1
CC(C)NC(=O)c1ccc(OC2CSC2)cc1	-8	2	17	-24	0.3	-12	7	-181	-11	0	-0.2
CCCNC(=O)C1(C)CCCN(Cc2csc3ccccc23)C1 (centres undefined)	x	x	-7	16	-2.7	-17	9	1	5	-10	-0.2
COc1ccccc1CNC(=O)CN(C)S(=O)(=O)c1ccc(Br)s1	12	3	9	6	0.6	7	-6	-1	-19	-5	0.0
COc1ccc2oc(=O)cc(C)c2c1	-7	1	0	11	-0.7	-17	-6	-19	10	-4	-0.4
COc1ccccc1-n1c(SCC(=O)N2CCOCC2)nc(O)cc1=O	-12	1	5	11	-0.2	-4	-1	8	-10	-7	0.0
O=c1oc2ccc(Cl)cc2cc1-c1ccccc1	-7	-4	-9	-24	-0.2	-1	-11	-65	-42	13	-0.2
CCC1Oc2ccc(C)cc2N(CC(=O)NCC2COc3ccccc3O2)C1=O (centres undefined)	-6	5	12	3	4.6	0	10	9	-10	-22	-0.3
N#Cc1nc(N2CCOCC2)nc(N2CCOCC2)n1	23	2	12	11	-1.9	-1	-10	11	12	-13	0.1
O=C(c1ccc(C(=O)N2CCCCCC2)cc1)N1CCCCCC1	6	3	7	8	-0.7	-2	2	10	6	-11	0.1
O=C(O)C1C2C=CC3(CN(c4cccc(C(F)(F)F)c4)C(=O)C13)O2 (centres undefined)	-3	5	12	7	0.7	-33	-9	-2	-10	3	2.2
C=CCN1C(=O)/C(=C/c2ccccc2)S/C1=N/c1nccs1	0	0	30	5	-2.0	19	-9	-2	-14	-22	-0.4
C=CCOc1ccc(-c2nc3c(c(=O)[nH]c(=O)n3CCCC)n2C)cc1OC	-6	-1	0	11	-0.7	9	3	20	-23	8	-0.4
Cc1ccc(C(=O)N/C(=C/c2ccco2)C(=O)NC2CCS(=O)(=O)C2)cc1 (centres undefined)	1	2	-9	13	3.2	-6	-9	2	3	9	-0.2
COc1ccccc1CN1CCC(n2nccc2NC(=O)CCCc2ccccc2)CC1	-5	3	-17	12	-0.4	9	14	23	-23	-2	0.4
COc1cccc(/C=C(/C(=O)OCC(=O)NC2CCCCCCC2)c2ccccc2)c1	-1	4	17	6	1.8	-16	19	18	9	2	0.5
Cc1ccccc1NC(=O)CCC(=O)N/N=C/c1c[nH]c2ccccc12	4	-4	21	-21	-3.1	19	-10	-51	3	-2	0.5

Going on with the list.
SMILES	TRPM1 prom inh	NR2E3 ag-1	CF NFkB block	HIF-2a block	iPSC survival up	NR2E3 ag-2	Shn3 3UTR inh	Peg3 prom inh	TWEAK-Fn14 inh	KKLEB cytotox	aDG glyco up
CCCCCCC(=O)Nc1ccc(C(=O)N2CCCC2)cc1	3	2	4	-25	-1.1	-1	0	-7	-19	-9	0.0
CC(Oc1ccc(Cl)cc1Cl)C(=O)NN=C1CCN(C)CC1 (centres undefined)	-1	-1	12	10	-2.7	-34	9	6	8	2	0.1
Cc1ccc(C(=O)NCCc2c[nH]c3ccccc23)s1	-109	0	-21	-212	-0.1	-78	-95	-320	-10	1	0.2
Cc1cc(Br)cc(C)c1NC(=S)NC(=O)CC(C)C	-7	3	2	10	-0.8	3	-1	-9	23	0	0.6
CC(C)COc1ccc(C(=O)OCCN2CCCCC2)cc1	-6	1	9	-27	0.0	13	16	-36	-8	8	0.2
Cc1ccc(S(=O)(=O)N(C)CC(=O)N2CCN(c3ccccn3)CC2)cc1	2	-3	7	11	-2.0	-23	5	13	1	0	-0.2
COc1ccc(OC)c(/C=N/NC(=O)C(=O)N2CCCC2)c1	-3	-3	-5	2	1.7	11	-1	8	-15	9	0.0
COC(=O)C1CN(C(=O)COc2ccc(Cl)cc2Cl)c2ccccc2O1 (centres undefined)	-6	2	-1	10	-0.3	-11	-23	-5	24	-1	0.0
CC(=O)Nc1ccccc1N(C)S(=O)(=O)c1ccc(C)cc1	25	3	11	15	5.8	-19	9	27	3	-10	0.0
Cc1ccc(Cl)cc1NC(=O)CCN1C(=O)C2C3CCC(C3)C2C1=O (centres undefined)	7	3	10	20	-0.9	-22	-11	15	-31	-2	0.0
CC(C)NC(=O)N(C)C[C@H]1Oc2c(NC(=O)Nc3ccc(C(F)(F)F)cc3)cccc2C(=O)N([C@H](C)CO)C[C@@H]1C	-2	x	-1	-10	-2.2	-17	-10	-15	-9	9	0.0
COc1cccc(NC(=O)C(C)SCc2ccccc2)c1 (centres undefined)	-25	-2	-6	-102	-0.5	-22	-37	-74	2	-2	0.1
